From PubChem BioAssay
Tau fibril FP – inhibitors of human tau fibril formation; K18 P301L tau heparin fibrillization, Alexa594 FP, 6 h; Potency, µM (doses to about 57.7 µM), without a hit: at the top dose activity, negative = inhibition, actives largely listed as inhibitors; actives 0.39% (n = 280,000); AID 1468; note: potency is the fitted concentration of half-maximal effect; % is set by controls: 0 for no effect and ±100 for the full control effect; nearly all actives have a fitted effect of over 55% in size
Target sequence (P10636 561-689 P618L limits assumed): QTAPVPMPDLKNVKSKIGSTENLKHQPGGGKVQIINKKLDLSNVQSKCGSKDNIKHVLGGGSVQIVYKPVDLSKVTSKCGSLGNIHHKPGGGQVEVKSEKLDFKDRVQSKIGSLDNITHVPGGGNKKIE
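Steps: dispense K18 P301L tau (15 uM plus 0.24 uM Alexa 594 tracer, final) in pH 7 sodium acetate; add compound; add heparin (20 uM final); incubate 6 hr, 37 C; add ThT (30 uM final); after 1 hr ambient, read FP.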
NPSR antag – blocks cAMP signaling of the human neuropeptide S receptor. Q6W5P4. CHO-NPSR cells, cAMP TR-FRET, antagonist mode. Potency, µM (doses to about 38.3 µM), inactives show top-dose activity change, negative = inhibition, hits mostly inhibitors. actives 1% (n = 220,000). AID 1461; note: potency is the fitted concentration of half-maximal effect; % is set by controls: 0 for no effect and ±100 for the full control effect; nearly all actives have a fitted effect of over 50% in size; many of its hits are not listed in these tables
aGal spleen mod – alpha-galactosidase A (human) modulation; P06280; human spleen homogenate, 4MU-alpha-Gal fluorescence, 40 min; Potency, µM (doses to about 80 µM), for the others: at the top dose activity change, negative = inhibition, usual class: inhibitors; actives 0.008% (n = 240,000); AID 2107;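 note: potency is the fitted concentration of half-maximal effect; 0% = enzyme with vehicle and -100% = no enzyme basal signal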
Target sequence (P06280 32-429 limits assumed): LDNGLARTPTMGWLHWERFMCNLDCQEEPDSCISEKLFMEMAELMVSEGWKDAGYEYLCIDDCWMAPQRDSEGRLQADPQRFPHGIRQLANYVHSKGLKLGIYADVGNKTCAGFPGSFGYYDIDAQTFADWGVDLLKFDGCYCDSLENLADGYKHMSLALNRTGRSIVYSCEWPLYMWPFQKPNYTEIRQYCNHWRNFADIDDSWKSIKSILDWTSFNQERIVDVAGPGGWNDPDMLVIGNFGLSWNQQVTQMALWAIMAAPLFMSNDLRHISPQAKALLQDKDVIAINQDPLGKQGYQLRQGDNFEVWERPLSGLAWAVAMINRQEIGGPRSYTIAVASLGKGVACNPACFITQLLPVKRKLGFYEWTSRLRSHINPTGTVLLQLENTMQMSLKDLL
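Fluorogenic readout (Ex 365/Em 440 nm) of 4-methylumbelliferone released from 1 mM 4-MU-alpha-galactoside by spleen homogenate, 40 min at 37C, pH 5.0. Data normalized to no-enzyme and enzyme controls; Hill-equation AC50 from compound titrations.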
Epigenetic derep – regulators of epigenetic silencing causing reporter derepression in mouse cells | murine LDR cells, GFP reporter derepression, 30 h | AID 1865 | actives 0.2% (n = 280,000) | Potency, µM (doses to about 53.9 µM), inactives show at the highest dose GFP activation, actives largely listed as activators; note: potency is the fitted concentration of half-maximal effect; % of control where 0% means no effect; nearly all actives have a fitted effect of over 60% in size
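Derepression of a silenced CMV-GFP reporter in murine LDR cells is scored by enumerating GFP-positive cells with a laser-scanning microplate cytometer after 30 hours of treatment at 37 C.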
CBFb RUNX1 block – CBF-beta/RUNX1 interaction disruption; Q01196+Q13951; AlphaScreen CBFb-His/RUNX1-biotin binding, biochemical; Potency, µM (series often up to 59.8 µM), without a hit: at the top dose activity, negative = inhibition, most hits filed as inhibitors; 230,000 tested, under 10 active; note: % of control where 0% means no effect
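CBFb-His/RUNX1-biotin, 30 nM each, preincubated 20 min RT; compound 15 min RT; Ni + streptavidin beads 50 ng each, 90 min RT; AlphaScreen read.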
Tau fluor cs – counter-screen for tau fibril formation inhibitors; tau K18 P301L (four-repeat tau fragment) Alexa594 fluorescence, heparin fibrillization; Potency, µM (highest dose often 57.7 µM), for inactives: top-dose activity change, negative = decrease; actives 0.93% (n = 280,000); AID 1463; note: potency is the fitted concentration of half-maximal effect; % is set by controls: 0 for no effect and ±100 for the full control effect; nearly all actives have a fitted effect of over 55% in size
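Human K18 P301L tau (15 uM unlabeled plus 0.24 uM Alexa 594-labeled, final) in 100 mM sodium acetate pH 7 was mixed with compound and 20 uM heparin and incubated 6 hr at 37 C.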
TRb-SRC2 inh – disrupts binding of human TR beta to SRC2 | TRbeta-SRC2 peptide binding, fluorescence polarization; receptor liganded with 1 µM T3 | Potency, µM (series often up to 106 µM), without a hit: at the top dose activity change, negative = inhibition, hits mostly inhibitors | actives 0.065% (n = 280,000);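 note: potency is the fitted concentration of half-maximal effect; plate controls were bound peptide for no effect and peptide without receptor for full effect; nearly all actives have a fitted effect of over 50% in size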
Target sequence (P10828 whole entry, looked up): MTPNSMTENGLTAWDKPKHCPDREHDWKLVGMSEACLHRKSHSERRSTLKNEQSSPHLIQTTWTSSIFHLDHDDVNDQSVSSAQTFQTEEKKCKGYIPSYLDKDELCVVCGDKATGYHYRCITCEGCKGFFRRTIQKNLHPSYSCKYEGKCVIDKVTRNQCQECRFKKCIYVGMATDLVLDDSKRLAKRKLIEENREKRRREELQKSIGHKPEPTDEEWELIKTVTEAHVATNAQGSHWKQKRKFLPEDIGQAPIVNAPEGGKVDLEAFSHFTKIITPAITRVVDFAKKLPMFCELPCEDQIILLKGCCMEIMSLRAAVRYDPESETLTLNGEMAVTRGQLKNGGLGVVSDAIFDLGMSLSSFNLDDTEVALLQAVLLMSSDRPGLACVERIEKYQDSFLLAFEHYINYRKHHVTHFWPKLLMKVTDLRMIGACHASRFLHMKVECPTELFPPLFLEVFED
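Decrease in fluorescence polarization of 20 nM Texas Red SRC2 coactivator peptide flagged inhibition of its binding to 0.6 uM TRb LBD; 1 uM T3 included, incubation 5 hr, ex 555/em 632 nm.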
TR SRC2 fluor cs – Texas Red fluorescence interference in TRb-SRC2 counter-screen. TRb/SRC2 Texas Red total fluorescence interference. Potency, µM (top dose mostly 106 µM), inactives show at the top dose fluorescence change, negative = quenching. actives 0.29% (n = 280,000); active = well fitted curve in either direction with a large enough effect; inconclusive = small, poorly fitted or top-dose-only effect; note: potency is the fitted concentration of half-maximal effect; % is set by controls: 0 for no effect and ±100 for the full control effect
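Flags fluorescent or light-absorbing compounds by total fluorescence, S + 2P, at 555 nm excitation and 632 nm emission. Mixture: 20 nM Texas Red SRC2 peptide, 0.6 uM human TRb LBD, 1 uM T3, 5% DMSO; compound exposure 5 h at ambient temperature.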
* marks the source's active call; other numbers are inactive results; ? = inconclusive; · = no result given; [ ] = remark or other dose. Unless noted, calls come from the whole dose curve; as a rule, active = well fitted curve in the direction sought with a large enough effect; inconclusive = small, poorly fitted or top-dose-only effect, or another doubt; inactive = no such curve, though single readings can be large; an effect the other way counts as inactive or inconclusive. The list is partial; count on the stated rates, not on these rows.

SMILES | Tau fibril FP | NPSR antag | aGal spleen mod | Epigenetic derep | CBFb RUNX1 block | Tau fluor cs | TRb-SRC2 inh | TR SRC2 fluor cs
C1CNCCOCCNCCN1 | 2% | 3%[46.1 µM] | -4% | -3.2% | -9% | -2% | 1% | -4%
CC1=CC(C)C(C(=O)O)C(C(=O)N2CCN(C)CC2)C1 (stereo not given) | 2% | 10% | -8% | -1.2% | -2% | 2% | -4%[53 µM] | 0%[53 µM]
CCC(Sc1nc2cc(OC)c(OC)cc2c(=O)n1Cc1ccc(Cl)cc1)C(=O)NCCOC (stereo not given) | 0% | · | · | 0.0% | · | -1% | -1% | -4%
CCOC(=O)C1=C(C)NC(=O)NC1c1ccc(N(CC)CC)cc1 (stereo not given) | 7% | -10%[46.1 µM] | -7% | 1.0% | -4% | -16% | -1% | -2%
COC(=O)c1cc(=O)cc(C(=O)OC)o1 | -5% | 3% | -1% | 1.0% | 0% | -2% | -9% | -4%
CC(C)COc1ccccc1C(=O)NC(CO)C(=O)O (stereo not given) | 6% | -5%[46.1 µM] | 8% | -1.0% | 5% | 0% | -7% | -2%
CCOC(=O)c1c(Nc2ccccc2OCCOC)n[nH]c1C | 7% | 20% | 1% | 4.8% | -1% | ? | 2% | -2%
CCCCN(C(=S)Nc1ccc(F)cc1)c1c(N)n(CCC)c(=O)[nH]c1=O | -5% | 0% | -9% | 0.0% | 12% | 3% | -1% | -1%
Cc1cc2nc(C)n(CCCNC(=O)Nc3cccc4ccccc34)c2cc1C | 1% | ? | -16% | -1.3% | 26% | ? | -9% | 0%
COc1ccc(C2=NCCNC(C(F)(F)F)=C2)cc1 | -7% | 8% | 5% | -0.2% | 6% | -2% | -8% | -1%
COc1ccc(NC(=O)CCN2CCCC2)c(OC)c1 | -4% | 4%[46.1 µM] | -1% | -1.0% | 4% | -11% | -5% | 0%
Cc1ccc(S(=O)(=O)N2CCC(C(=O)N[C@H](C(=O)NCc3ccco3)C(C)C)CC2)cc1 | -1% | -7%[46.1 µM] | 3% | -0.7% | -2% | 0% | -6% | -1%
COc1cccc(C(C)NC(=O)Nc2cccc(C(F)(F)F)c2)c1 (stereo not given) | 0% | -5%[46.1 µM] | 5% | -1.2% | -5% | 4% | 5% | 1%
N/C(Cc1ccc(Cl)cc1Cl)=N\OC(=O)Cc1ccccc1 | 5% | 6% | 1% | -1.0% | ? | -3% | -1% | 1%
CC(C)(C)NC(=O)COC(=O)CCC(=O)c1ccc(Cl)cc1 | 0% | -1% | 2% | 3.3% | 11% | -2% | 3% | -1%
Cc1cc(NC(=O)CSc2nnc(C(C)N(C)C)n2-c2ccc(F)cc2)no1 (stereo not given) | -12% | 12% | 13% | -2.0% | 15% | 5% | 9% | -1%
CCn1c(=N)c(S(=O)(=O)c2ccc(C)cc2)cc2c(=O)n3ccccc3nc21 | -1% | -8% | -6% | -1.5% | 1% | -13% | 1% | -1%
Cc1ccc(-n2nc(C(=O)NC(C)C)c(=O)n(C)c2=O)cc1 | -4% | · | · | 1.1% | · | 6% | 10% | -4%
COc1cc(NC(=O)CN(C)Cc2cccc(F)c2)c(C)cc1[N+](=O)[O-] | 0% | -9% | -4% | -5.5% | 3% | -4% | 0% | -2%
CCOC(=O)N1CCc2c(sc3c2c(=O)n(CCc2ccccc2)c(=O)n3Cc2c(F)cccc2Cl)C1 | -5% | · | · | -1.8% | · | -13% | 1% | 0%
CC1CCCC(NC(=O)c2cccc(N3CCCC3=O)c2)C1C (stereo not given) | 3% | 11% | 2% | -2.7% | 14% | -2% | 4% | -1%
CCOC(=O)c1c(NC(=O)c2ccc(S(=O)(=O)N(CC)CC)cc2)sc2c1CCCCC2 | -9% | · | · | 0.8% | · | -17% | -3% | -10%
COC(=O)C1=C(C)NC(C)=C(C(=O)NCCCN2CCC(c3ccccc3)(c3ccccc3)CC2)C1c1ccc([N+](=O)[O-])cc1 (stereo not given) | · | · | 3% | · | -15% | · | 8% | -3%
COC(=O)N/N=C(\C)c1ccc(Br)cc1 | -1% | 8%[46.1 µM] | 1% | 1.8% | 0% | -2% | -4% | -3%
CC1CCN(C(=O)N[C@@H](Cc2ccccc2)C(=O)O)CC1 | 4% | -7%[46.1 µM] | 2% | -0.8% | 5% | 0% | 5% | -3%

Four compounds drawn at random from the list so far, as already listed:
SMILES | Tau fibril FP | NPSR antag | aGal spleen mod | Epigenetic derep | CBFb RUNX1 block | Tau fluor cs | TRb-SRC2 inh | TR SRC2 fluor cs
C1CNCCOCCNCCN1 | 2% | 3%[46.1 µM] | -4% | -3.2% | -9% | -2% | 1% | -4%
Cc1cc2nc(C)n(CCCNC(=O)Nc3cccc4ccccc34)c2cc1C | 1% | ? | -16% | -1.3% | 26% | ? | -9% | 0%
Cc1ccc(S(=O)(=O)N2CCC(C(=O)N[C@H](C(=O)NCc3ccco3)C(C)C)CC2)cc1 | -1% | -7%[46.1 µM] | 3% | -0.7% | -2% | 0% | -6% | -1%
COC(=O)C1=C(C)NC(C)=C(C(=O)NCCCN2CCC(c3ccccc3)(c3ccccc3)CC2)C1c1ccc([N+](=O)[O-])cc1 (stereo not given) | · | · | 3% | · | -15% | · | 8% | -3%

New compounds follow.
SMILES | Tau fibril FP | NPSR antag | aGal spleen mod | Epigenetic derep | CBFb RUNX1 block | Tau fluor cs | TRb-SRC2 inh | TR SRC2 fluor cs
O=C(CSc1nc2c(sc3ccccc32)c(=O)n1CCCN1CCCC1)NCC1CCCO1 (stereo not given) | 0% | -15%[46.1 µM] | 0% | -3.1% | 0% | -4% | 9% | 0%
COC(=O)N/N=C/c1cc(Cl)cc(Cl)c1OCc1ccccc1 | -18% | -1% | -1% | -1.0% | 4% | -23% | 0% | -3%
Cc1ccc(NC(=S)Nc2c(C)n(C)n(-c3ccccc3)c2=O)cc1Cl | -9% | -10% | 3% | 0.9% | -16% | -7% | 0% | -1%
Nc1ccccc1-c1nnc(-c2ccc(-c3ccccc3)cc2)o1 | 3% | -18%[46.1 µM] | 18% | -0.7% | 8% | -17% | 2% | 0%
CC(C)Nc1nc(Cl)nc(N(C#N)CN2C(=O)c3ccccc3C2=O)n1 | -3% | -57% | 7% | 8.8% | 3% | 3% | 4% | 2%
O=C(N/N=C/c1cccc([N+](=O)[O-])c1)C1CC(=O)N(c2ccc(Cl)cc2)C1 (stereo not given) | 4% | -7%[46.1 µM] | -1% | 1.1% | 1% | -28% | 9% | -1%
O=C(OCc1c(Cl)cccc1Cl)c1cnccn1 | 1% | -12%[46.1 µM] | -6% | -1.1% | 8% | 4% | -1% | -1%
O=C1CCN(S(=O)(=O)c2ccc(Cl)cc2)N1 | -14% | -1%[46.1 µM] | 9% | -0.2% | 6% | -6% | 4% | -4%
CCN(CC)CCN(C(=O)C1=COCCO1)c1nc2cc3c(cc2s1)OCO3 | -3% | 7% | 0% | -1.1% | 3% | -17% | 2% | -4%
CC(C)n1ncc2c(C(=O)O)cc(C3CC3)nc21 | 0% | 2% | 9% | 0.3% | 4% | 8% | 4% | 0%
NC(=O)C1=C[C@@H](c2csc3ccccc23)C[C@@H](OCc2ccc(CO)cc2)O1 | -7% | -12% | 2% | 1.3% | 12% | -12% | 5% | 0%
Cc1ccc(S(=O)(=O)Nc2cccc(N(C)S(C)(=O)=O)c2)cc1[N+](=O)[O-] | 9% | 7% | -14% | 1.5% | -6% | 4% | -5%[53 µM] | 0%[53 µM]
COc1ccc(C(=O)Cn2nnc(-c3ccccc3F)n2)cc1 | -3% | -10%[46.1 µM] | 18% | -8.8% | 5% | -15% | -7% | -2%
Fc1ccccc1-c1nc2ncccc2o1 | -1% | -1% | 2% | 0.0% | 5% | -8% | 0% | -4%
COC(=O)N/N=C(\C)c1cccc(C(F)(F)F)c1 | -6% | 6% | -1% | -4.1% | -9% | -5% | -1% | -1%
CC(NCc1ccccc1O)c1ccccc1 (stereo not given) | -2% | 10% | 0% | -1.5% | 3% | 4% | -1% | -1%
O=C(CCN1CCCCC1)N/N=C/c1c[nH]c2ccccc12 | 4% | 11% | 1% | -1.1% | 3% | -24% | -8% | 1%
CC(=O)NC(CCS(C)(=O)=O)C(=O)Nc1cc(C)ccc1C (stereo not given) | -4% | -20%[46.1 µM] | 4% | 0.0% | 11% | 4% | -7% | -2%
COc1ccc(S(=O)(=O)N2CCCC(C(=O)NC3CCCCC3)C2)cc1 (stereo not given) | 6% | -8%[46.1 µM] | -13% | 1.0% | -3% | -7% | -6% | -7%
N#C/C(=C\c1ccccc1C(F)(F)F)C(=O)Nc1ccccc1 | 11% | 6% | 4% | -1.1% | 9% | -6% | -2% | 0%
CCC(=O)Nc1cccc(NC(=S)NC(=O)c2ccccc2Cl)c1 | 6% | -7%[46.1 µM] | 4% | -1.1% | -1% | -7% | 1% | -3%
Cc1[nH]n(-c2ccccc2)c(=O)c1C=NCc1ccncc1 | -11% | 2% | 5% | 2.8% | 6% | -7% | 7% | -4%
NC(=O)SCC(=O)Nc1cccc(Cl)c1 | ? | -4%[46.1 µM] | 4% | 2.7% | 7% | -23% | -3% | -4%
CCOC(=O)c1[nH]c2ccc(OC)cc2c1NC(=O)CCN1CCc2ccccc2C1 | -2% | -8%[46.1 µM] | 6% | -0.4% | 4% | -7% | 2% | -3%
CC1CCc2nc3ccccc3c(C(=O)OCC(=O)N3CCc4ccccc43)c2C1 (stereo not given) | 2% | -37% | 4% | 0.0% | 3% | 0% | -2% | 0%
O=C(NC1CCCCCC1)c1ccc[nH]c1=S | 4% | 0% | -8% | 0.2% | 0% | 4% | -9% | 0%
COc1ccc(CCNC(=O)CSCc2ccc([N+](=O)[O-])cc2)cc1 | -1% | -18% | -5% | 0.0% | -1% | -3% | 1% | 1%
CCOC(=O)C1=C(C)NC(C)=C(C(=O)OCC)C1C(=O)OCC(=O)NC | 5% | 21% | 5% | -1.4% | 2% | 1% | 2% | 1%
CCOc1ccc(Nc2nnc(Cc3ccc(OC)cc3)c(=O)[nH]2)cc1 | 6% | 14% | 18% | 1.1% | 5% | -17% | 5% | -2%

Single entries from above.
O=C(CCN1CCCCC1)N/N=C/c1c[nH]c2ccccc12 @ NPSR antag = 11%
COC(=O)N/N=C/c1cc(Cl)cc(Cl)c1OCc1ccccc1 @ NPSR antag = -1%
